High-throughput results as filed in PubChem BioAssay.
GLP-1R agonist – qHTS of GLP-1 Receptor Agonists; Glucagon-like peptide 1 receptor (Homo sapiens), P43220; HEK293 GLP-1R CRE-luciferase, luminescence, 4-6 h; cells express a hypersensitive GLP-1R form; Potency, µM (top dose mostly 45.6 µM), inactives show at the top dose activation, usual class: activators; 380,000 tested, 0.007% active; AID 624172, 2012; also: potency is read from the fitted curve at half-maximal effect; % of control where 0% means no effect
D3 antag – qHTS of D3 Dopamine Receptor Antagonist: qHTS. max response, negative = inhibition, %. 360,000 tested, 2.5% active. D3R cells, DiscoveRx beta-arrestin luminescence, antagonist mode; stronger effect = lower value; in the data active = max response below about -50%; inconclusive = no clear call, values can overlap the other calls; also: % is scaled to controls: 0 for no effect and ±100 for the full control effect; mostly tested at two doses, the higher about 12 µM
Target sequence (P35462 whole entry, looked up): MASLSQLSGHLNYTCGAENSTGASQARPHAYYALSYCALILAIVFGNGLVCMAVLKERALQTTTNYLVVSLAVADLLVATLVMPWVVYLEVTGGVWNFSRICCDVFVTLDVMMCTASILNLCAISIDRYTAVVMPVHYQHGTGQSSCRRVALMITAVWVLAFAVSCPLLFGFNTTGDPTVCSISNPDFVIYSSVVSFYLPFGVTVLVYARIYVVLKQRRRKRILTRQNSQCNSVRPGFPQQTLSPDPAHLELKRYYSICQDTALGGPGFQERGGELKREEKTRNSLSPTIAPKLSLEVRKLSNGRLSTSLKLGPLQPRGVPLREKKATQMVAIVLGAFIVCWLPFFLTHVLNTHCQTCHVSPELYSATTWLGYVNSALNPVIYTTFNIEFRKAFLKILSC
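Cells expressing the human receptor were seeded at 1500 cells/well, incubated overnight at 37 degrees C in 5% CO2, then exposed to library compounds with dopamine controls for 90 minutes at 37 degrees C before luminescent detection.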
TDP43 rescue – qHTS of TDP-43 Inhibitors; TDP-43 expressing yeast growth rescue, BacTiter-Glo, 24 h; Potency, µM (titrated, usually from 46.1 µM), for inactives: at the top dose growth rescue (activation), most hits filed as activators; 410,000 tested, 1.8% active; AID 652104, 2013; also: potency is read from the fitted curve at half-maximal effect; % of control where 0% means no effect; nearly all actives have a fitted effect of over 50% in size
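Yeast expressing TDP-43 (pregrown in raffinose, seeded at OD600=0.02 in galactose medium) exposed to compounds 24 hr at 30 deg C. Growth read by BacTiter-Glo luminescence; rescue of toxicity appears as increased signal.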
DRD3 agonist – qHTS of D3 Dopamine Receptor Agonist: qHTS; D3R DiscoveRx beta-arrestin cells, luminescence, 90 min; D(3) dopamine receptor (Homo sapiens), P35462; max activation, %; AID 652048, 2013; 410,000 tested, 0.58% active; in the data active = max activation above about 30%; also: 0% is about no effect; mostly tested at two doses, the higher about 12 µM
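Agonist mode: compounds and dopamine controls were applied to plated cells for 90 min at 37 degrees C after an overnight attachment at 1500 cells/well. Luminescent read-out followed 30 - 60 minutes at room temperature with DiscoveRx detection reagent.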
HEK293 tox – qHTS of GLP-1 Receptor Inverse Agonists: Cytotox Screen; HEK293 cAMP-luciferase reporter cells, luminescence, 24 h; Potency, µM (doses to about 38.3 µM), without a hit: at the top dose activity change, negative = inhibition, actives largely listed as inhibitors; 410,000 tested, 0.13% active; AID 624418, 2012;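 also: loss of luciferase light is scored as toxicity; potency is read from the fitted curve at half-maximal effect; % is scaled to controls: 0 for no effect and ±100 for the full control effect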
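Seeding density was 200 cells/uL; after overnight-length (12 h) culture, 23 nL compounds went on for 24 h at 37 °C. Readout used a luciferase detection reagent, luminescence taken after 12 min at room temperature.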
GLP-1R inv ag – qHTS of GLP-1 Receptor Inverse Agonists (Inhibition Mode). HEK293 GLP-1R CRE-luciferase, luminescence, 24 h; GLP-1R form is constitutively active. Potency, µM (doses to about 38.3 µM), inactives show at the top dose activity change, negative = inhibition, actives largely listed as inhibitors. AID 624417, 2012. 410,000 tested, 1.6% active. Glucagon-like peptide 1 receptor (Homo sapiens), P43220; also: potency is read from the fitted curve at half-maximal effect; % is scaled to controls: 0 for no effect and ±100 for the full control effect; nearly all actives have a fitted effect of over 55% in size
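Seeding at 200 cells/uL, 12 h culture, 24 hr compound treatment, then luciferase reagent and a luminescence read; cells are HEK293 stably expressing a constitutively active GLP-1R plus cAMP-responsive luciferase.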
KB-V1 MDR tox – qHTS assay for MDR1-selective chemotherapeutics: Primary screen using the drug-selected MDR subline cells KB-V1 | KB-V1 MDR cells viability, CellTiter-Glo, 72 h | Potency, µM (titrated, usually from 46.1 µM), for inactives: at the top dose activity change, negative = cytotoxicity, actives largely listed as cytotoxic | 400,000 tested, 3.4% active | AID 1347076, 2019; also: potency is read from the fitted curve at half-maximal effect; % is scaled to controls: 0 for no effect and ±100 for the full control effect; nearly all actives have a fitted effect of over 60% in size
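KB-V1 MDR subline cells in DMEM (phenol-red free, 10% FBS) exposed to compounds in qHTS concentration series for 72 h at 37 degrees C. Viability read by CellTiter-Glo luminescence; concentration-effect curves fitted after normalization and correction.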
PTHR1 ag – qHTS for PTHR1 Agonists: Primary Screen; Potency, µM (series often up to 115 µM), without a hit: at the highest dose activation, usual class: activators; Parathyroid hormone/parathyroid hormone-related peptide receptor (Homo sapiens), Q03431; 410,000 tested, 0.075% active; HEK293 GP2 PTHR1 cells, GloSensor cAMP luminescence, 1 h; also: potency is read from the fitted curve at half-maximal effect; nearly all actives have a fitted effect of over 55% in size; some results filed as inactive show a strong effect at the top dose; inactives centre near -15; many of its hits are not listed in these tables
Target sequence (Q03431 whole entry, looked up): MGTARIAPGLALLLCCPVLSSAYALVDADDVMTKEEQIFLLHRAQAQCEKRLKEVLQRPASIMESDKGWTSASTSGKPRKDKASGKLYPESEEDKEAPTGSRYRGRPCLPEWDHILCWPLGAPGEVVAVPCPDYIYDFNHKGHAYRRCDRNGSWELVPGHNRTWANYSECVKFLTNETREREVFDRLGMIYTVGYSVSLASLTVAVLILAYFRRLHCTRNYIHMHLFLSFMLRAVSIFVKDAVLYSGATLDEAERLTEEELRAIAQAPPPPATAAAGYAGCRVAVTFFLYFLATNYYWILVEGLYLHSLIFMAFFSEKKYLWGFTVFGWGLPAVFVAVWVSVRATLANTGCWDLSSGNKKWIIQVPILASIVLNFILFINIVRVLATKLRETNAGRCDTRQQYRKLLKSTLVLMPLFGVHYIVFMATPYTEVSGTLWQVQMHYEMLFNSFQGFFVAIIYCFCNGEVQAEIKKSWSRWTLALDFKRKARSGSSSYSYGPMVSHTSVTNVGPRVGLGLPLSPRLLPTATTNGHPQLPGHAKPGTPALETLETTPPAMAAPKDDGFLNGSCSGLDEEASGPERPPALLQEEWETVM
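HEK-293-derived GP2 cells expressing PTHR1 and a GloSensor cAMP reporter, 3,000/well, plated overnight, given luciferin plus IBMX (each 0.5 mM as added) for 1 h at 37 °C, then compound for 1 h at 37 °C. Luminescence was read after 15 min at room temperature.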
aSyn yeast inh – qHTS of alpha-syn Inhibitors | Yeast expressing alpha-synuclein, growth rescue, BacTiter-Glo, 24 h | Potency, µM (highest dose often 46.1 µM), without a hit: at the top dose growth rescue (activation), most hits filed as activators | AID 652106, 2013 | 370,000 tested, 0.14% active; also: potency is read from the fitted curve at half-maximal effect; % of control where 0% means no effect; nearly all actives have a fitted effect of over 65% in size
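Readout is rescue of growth in alpha-synuclein-expressing yeast, so inhibitors of toxicity appear as activators. Growth after 24 hr at 30 deg C in galactose medium is quantified by luminescence.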
Starred values were filed as active, the others as inactive; i = inactive; ? = inconclusive; . = not tested or not shown; & = joins results of further samples; [ ] = another dose, or the depositor's remark. Unless noted, calls follow the shape of the dose curve; as a rule, active = well fitted curve in the direction sought with a large enough effect; inconclusive = small, poorly fitted or top-dose-only effect, or another doubt; inactive = no such curve, though single readings can be large; an effect the other way counts as inactive or inconclusive. These rows are one share of the data; the hit share may differ from the screen's.

Start of the listing, in advance:
# | molecule | aSyn yeast inh | D3 antag | PTHR1 ag | GLP-1R agonist | HEK293 tox
1 | COc1ccccc1OC(=O)c1ccc(C)c(S(=O)(=O)N2CCOCC2)c1 | -2% | 2 | 14% | 10% | 1%
2 | CN[C@@H](C)[C@@H](O)c1ccccc1 | -2% | 4 | -25% | 24% | -1%
3 | O=C(C(=O)N1CCN(Cc2ccccc2)CC1)c1c[nH]c2ccccc12 | -6% | ? | -14% | 1% | -5%

# | GLP-1R inv ag | DRD3 agonist | KB-V1 MDR tox | TDP43 rescue
1 | ? | -3 | 0% | -14%
2 | 31%[activator] | 8 | 4% | 12%
3 | ? | -13 | 23% | 29%

The whole of this part (from the top)
# | molecule | aSyn yeast inh | D3 antag | PTHR1 ag | GLP-1R agonist | HEK293 tox
1 | COc1ccccc1OC(=O)c1ccc(C)c(S(=O)(=O)N2CCOCC2)c1 | -2% | 2 | 14% | 10% | 1%
2 | CN[C@@H](C)[C@@H](O)c1ccccc1 | -2% | 4 | -25% | 24% | -1%
3 | O=C(C(=O)N1CCN(Cc2ccccc2)CC1)c1c[nH]c2ccccc12 | -6% | ? | -14% | 1% | -5%
4 | CC(C)(C)n1nnnc1C(c1cc2ccccc2o1)N1CCC2(CC1)C(=O)NCN2c1ccccc1 (configuration not stated) | 1% | -99* | -15% | -1% | -16%
5 | C=CCn1c(O)c(C(CC)=Nc2ccc(N(CC)CC)cc2)c(=O)[nH]c1=O | -10% | 26 | -40%[inhibitor] | -8% | -4%
6 | CC(C)(C)c1ccc(C(=O)C2CCCN(C3CCC3)C2)cc1 (configuration not stated) | 14% | -21 | i | 26% | -9%
7 | O=c1[nH]c(=O)n(CCc2ccccc2)c(O)c1C=NCc1ccc2c(c1)OCO2 | -1% | -4 | i | 11% | 4%
8 | C/C(=N\N1CCCCCC1)c1c(O)n(-c2ccccc2)c(=O)[nH]c1=O | -8% | 1 | i | 12% | -2%
9 | COc1ccc(N2C(=O)/C(=C/c3ccc(C)o3)C(=O)NC2=S)c(OC)c1 | 3% | 11 | i | 0% | -17%
10 | O=C(c1c[nH]c2ccc(S(=O)(=O)N3CCC4(CC3)OCCO4)cc2c1=O)N1CCC2(CC1)OCCO2 | 2% | 8 | -5% | 7% | 2%
11 | CC(=O)Nc1ccc(S(=O)(=O)N2CCSC2c2ccc(C)cc2)cc1 (configuration not stated) | 5% | 8 | -16%[57.5 µM] | -1% | -19%
12 | CCC(=NCCN1CCCCC1)c1c(O)n(C)c(=O)n(C)c1=O | -7% | -13 | ? | 3% | -4%

# | GLP-1R inv ag | DRD3 agonist | KB-V1 MDR tox | TDP43 rescue
1 | ? | -3 | 0% | -14%
2 | 31%[activator] | 8 | 4% | 12%
3 | ? | -13 | 23% | 29%
4 | ? | -13 | ? | 22%
5 | 0% | 10 | 15µM* | 6%
6 | 10µM* | -18 | 0% | -11%[1.82 µM]
7 | 2% | 2 | ? | 5%
8 | 12% | 3 | -11% | 4%
9 | 13% | 4 | 16% | -7%
10 | -26% | 1 | 7% | 21%
11 | ? | 3 | ? | 4%
12 | -13% | 2 | 5% | -13%

Next part
# | molecule | aSyn yeast inh | D3 antag | PTHR1 ag | GLP-1R agonist | HEK293 tox
13 | Nc1ccc(Sc2ccc(N)cc2)cc1 | -9% | 7 | -14% | 1% | -5%
14 | CCOCCN1CCN(c2c(C)c(C)nc3cc(-c4cc(OC)cc(OC)c4)nn23)CC1 | 0% | 33 | -12%[57.5 µM] | 17% | 45%[activator]
15 | CCN(C[C@H]1N[C@@](C)(C(=O)OC)[C@H]2C(=O)N(Cc3ccccc3)C(=O)[C@@H]12)C(=O)Nc1ccccc1 | ? | -21 | 2% | 5% | -4%
16 | Cc1ccc2cccc(OC(=O)N(C)c3ccccc3)c2n1 | 10% | 5 | -8%[57.5 µM] | -2% | -11%
17 | Fc1cccc(F)c1-c1nc(-c2ccc(Cl)cc2)no1 | -17% | -3 | -9% | 13% | 2%
18 | CCOc1ccccc1N1C(=O)CC(=O)NC1=O | -6% | -18 | i | -5% | 8%
19 | CC(C)S(=O)(=O)N1Cc2ccccc2-n2nncc2C1 | 0% | 0 | -10% | 3% | 6%
20 | COc1ccccc1C1CC2CCC(C1OC(C)=O)N2Cc1ccccc1 (configuration not stated) | -1% | -87* | -6% | 5% | 2%
21 | O=C(CCc1nnc2ccc(NCc3ccccc3)nn12)N1CCC2(CC1)OCCO2 | 5% | 8 | -3% | 0% | 6%
22 | COc1ccc(C(=O)Oc2c(Sc3ccccc3)c(C)nn2-c2ccccc2)c(OC)c1 | . | . | i | . | ?
23 | CC(C)(O)C(=O)Nc1ccc([N+](=O)[O-])c(C(F)(F)F)c1 | 0% | 0 | -23% | 13% | 0%
24 | Cc1cc(C)c2sc(N(CCCN(C)C)C(=O)c3ccc(Br)s3)nc2c1 | -12% | -20 | ? | 1% | ?

# | GLP-1R inv ag | DRD3 agonist | KB-V1 MDR tox | TDP43 rescue
13 | 19% | 5&10 | 3% | 13%
14 | 105%[activator] | -9 | -7% | -19%
15 | -10% | -2 | -10% | -11%
16 | ? | 3 | -6% | 8%
17 | -3% | -4 | 14% | 13%
18 | -13% | 5 | 10% | 6%
19 | 5% | -8 | 2% | 8%
20 | ? | -19 | -3% | -3%
21 | 5% | 16 | -2% | 3%
22 | 13µM* | 1 | ? | 22%
23 | -23% | -2 | ? | 0%
24 | ? | -7 | 8% | -17%

Next section:
# | molecule | aSyn yeast inh | D3 antag | PTHR1 ag | GLP-1R agonist | HEK293 tox
25 | CC(Cc1ccccc1)[n+]1cc(/N=C(\[O-])N(C)C)on1 (configuration not stated) | -8% | -25 | -15% | -4% | 7%
26 | CC(C)(C)n1nnnc1C(c1cccs1)N1CCC2(CC1)C(=O)NCN2c1ccccc1 (configuration not stated) | -4% | -30 | -21% | 7% | -10%
27 | CC(Cc1ccccc1)NC=O (configuration not stated) | 1% | 13 | -24% | -2%&-2% | 0%
28 | c1ccc(Nc2nc(NCC3CCCO3)c3ccccc3n2)cc1 (configuration not stated) | 4% | 10 | -25% | -2% | ?
29 | CCCc1nc2ccccc2c(=O)n1-c1ccc(OC)cc1 | 6% | ? | -21%[57.5 µM] | 7% | -23%
30 | Cc1cccc(-n2c(-c3cccs3)nc3ccccc3c2=O)c1 | 12% | 13 | i | 23% | 4%[1.53 µM]
31 | CN(C)c1ccc(C=C2C(=O)NC(=S)NC2=O)cc1[N+](=O)[O-] | 1% | ? | -1% | -1% | -1%[7.66 µM]
32 | O=C1C=CC2C3C(=O)N(c4ccccc4)C(=O)C3C1N2Cc1ccccc1 (configuration not stated) | 8% | -27 | -44%[inhibitor] | -18% | 10µM*
33 | Cn1c(O)c(C(=N)COc2cccc(Cl)c2)c(=O)n(C)c1=O | . | 16 | i | -6% | -6%
34 | Cc1ccc(S(=O)(=O)N2CC3CC(C2)c2cccc(=O)n2C3)cc1 (configuration not stated) | -5% | 17 | i | -5% | -10%
35 | CCCCCCn1c(O)c(C=NCCN2CCCCC2)c(=O)[nH]c1=O | -2% | -8 | i | -1% | 9%
36 | COC(=O)CN1C(=O)S/C(=C/c2cc(C)n(C)c2C)C1=O | 12% | -12 | i | 27% | ?

# | GLP-1R inv ag | DRD3 agonist | KB-V1 MDR tox | TDP43 rescue
25 | -3% | -4 | 0% | -9%
26 | -9% | 3 | 28% | 7%
27 | -6% | 4&0 | 16% | 13%
28 | 8.9µM* | -3 | 21µM* | 10%
29 | 0% | -4 | -4% | 0%
30 | ? | 2 | ? | 20µM*
31 | 5%[7.66 µM] | -1 | -13% | -2%
32 | ? | -4 | 18µM* | 13µM*
33 | 0% | 2 | -1% | ?
34 | 0% | -4 | -10% | -11%
35 | -14% | -3 | ? | -9%
36 | 0% | -23 | 16µM* | ?

The list continues:
# | molecule | aSyn yeast inh | D3 antag | PTHR1 ag | GLP-1R agonist | HEK293 tox
37 | COc1ccc(CC2NCC(O)C2OC(C)=O)cc1 (configuration not stated) | ? | 4 | -45% | -16% | 11%
38 | Cc1cc(C)c(OCC(=O)N2CCN(c3ncc(C(F)(F)F)cc3Cl)CC2)c(C)c1 | -22% | 0 | -54%[inhibitor] | -4% | -1%
39 | COC(=O)C1=C(c2ccc(S(C)(=O)=O)cc2)C[C@@H]2CC[C@H]1N2C(=O)NCc1ccc(F)cc1 | 1% | -4 | -6% | -4% | 9%
40 | CCOC(=O)C1(c2ccccc2)CCN(CCC(=O)Nc2ccccc2OC)CC1 | -5% | -19 | -51%[inhibitor] | -4% | 2%
41 | O=[N+]([O-])c1ccc(Sc2n[nH]c(-c3ccc(Cl)cc3Cl)n2)nc1 | 0% | -17 | -18% | -8% | ?
42 | COC(=O)C1=C(c2ccc(OC)c(OC)c2)C[C@@H]2CC[C@H]1N2C(=O)NC1Cc2ccccc2C1 | -3% | -12 | -18% | 0% | -4%
43 | O=S(=O)(c1ccc(F)c(F)c1F)N1CCN(c2ncnc3sccc23)CC1 | -2% | 36 | -47%[inhibitor] | -3% | -21%

# | GLP-1R inv ag | DRD3 agonist | KB-V1 MDR tox | TDP43 rescue
37 | ? | -2 | 0.18µM* | 13µM*
38 | ? | 1 | -1% | 26%
39 | 1% | -13 | 0% | 6%
40 | ? | -20 | -27% | 3%
41 | 0% | -1 | 2% | 10%
42 | -3% | 0 | 0% | 1%
43 | -14% | 2 | 2.3µM* | 18%
